AMA1 RON2 block: inhibitors of Plasmodium falciparum AMA1-RON2 interaction | AID 720542 | Potency, µM (titrated, usually from 58.2 µM), for inactives: at the highest dose activity change, negative = inhibition, hits mostly inhibitors | AlphaScreen AMA1-biotinylated RON2 peptide binding | hit rate 0.2% among 360,000;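 further: potency means the concentration at half of the fitted maximal effect; 0% = vehicle wells and -100% = peptide control; nearly all actives have a fitted effect of over 45% in size; some results filed as inactive show a strong effect at the top dose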
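AMA1 (3D7) with his tag at 25 nM final met compounds first, then biotinylated RON2 peptide at 25 nM; detection used donor plus acceptor beads, 10 µg/mL apiece, read by AlphaScreen after 30 min at room temperature.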
AmpC inh detg: blocks E. coli AmpC beta-lactamase in detergent assay | P00811 | AmpC hydrolysis of nitrocefin, absorbance 480 nm, 0.01% Triton | Potency, µM (highest dose often 114 µM), inactives show at the top dose activity change, negative = inhibition, actives largely listed as inhibitors | hit rate 0.041% among 370,000 | AID 485294;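 further: potency means the concentration at half of the fitted maximal effect; 0% = no-compound wells and -100% = no-enzyme wells; nearly all actives have a fitted effect of over 25% in size; some results filed as inactive show a strong effect at the top dose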
Target sequence (P00811 whole entry, looked up): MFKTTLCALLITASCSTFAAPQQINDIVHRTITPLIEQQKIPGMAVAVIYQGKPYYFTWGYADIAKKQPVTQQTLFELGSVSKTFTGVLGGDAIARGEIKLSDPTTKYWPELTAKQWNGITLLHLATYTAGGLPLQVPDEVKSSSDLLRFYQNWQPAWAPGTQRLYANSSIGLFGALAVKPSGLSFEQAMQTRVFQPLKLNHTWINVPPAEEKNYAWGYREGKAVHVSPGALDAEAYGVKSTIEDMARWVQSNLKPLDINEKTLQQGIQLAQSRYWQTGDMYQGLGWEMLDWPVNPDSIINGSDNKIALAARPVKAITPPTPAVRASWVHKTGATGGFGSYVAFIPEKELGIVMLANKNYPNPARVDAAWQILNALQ
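AmpC (5.3 nM in the dispensed reagent) in 20 mM phosphate pH 7.0 with 0.01% (detergent screen) or 0.0001% Triton X-100 was preincubated with compounds for 15 min at room temperature. Nitrocefin was then added from an 800 uM solution, and hydrolysis was followed at 480 nm.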
Giardia FBPA inh: Giardia lamblia aldolase inhibition; purified Giardia FBPA; A8B2U2; hit rate 0.71% among 290,000; AID 2451; Potency, µM (doses to about 59.6 µM), for the others: top-dose activity, negative = inhibition, actives largely listed as inhibitors; further: potency means the concentration at half of the fitted maximal effect; nearly all actives have a fitted effect of over 55% in size
Target sequence (A8B2U2 whole entry, looked up): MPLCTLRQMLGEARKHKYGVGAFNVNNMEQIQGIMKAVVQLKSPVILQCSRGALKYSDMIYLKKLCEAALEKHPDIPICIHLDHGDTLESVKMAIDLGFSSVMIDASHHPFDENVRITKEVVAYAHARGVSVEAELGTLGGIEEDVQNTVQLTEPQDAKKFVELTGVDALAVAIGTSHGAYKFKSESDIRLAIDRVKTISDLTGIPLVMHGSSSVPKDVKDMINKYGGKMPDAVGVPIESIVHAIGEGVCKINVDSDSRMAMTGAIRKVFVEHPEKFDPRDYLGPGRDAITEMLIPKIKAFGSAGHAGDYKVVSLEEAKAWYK
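40 nM FBPA preincubated 10 min at RT with compound (up to 57.5 uM final), then substrate plus GAPDH/TPI/NAD/arsenate coupling and diaphorase/resazurin added. Fluorescence read after 20 min at RT, 525/598 nm.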
HCV inhibitor: blocks hepatitis C virus. Huh7.5.1 HCVcc-Cre infection, luciferase reporter, 44 h. Potency, µM (series often up to 41.8 µM), for the others: at the top dose activity change, negative = inhibition, actives largely listed as inhibitors. hit rate 3.4% among 340,000. AID 651820; further: potency means the concentration at half of the fitted maximal effect
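Antiviral activity was scored by luciferase reporter output from cells infected with HCVcc-Cre (~0.5 moi) in presence of compound, 44 h infection period, cells seeded 1,000/well 4 h prior.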
HCMV inh: blocks human cytomegalovirus replication. HFF cells, HCMV-luciferase reporter, 72 h; stronger effect = lower value. AID 1259415. activity change, negative = inhibition, % at 57.5 µM. hit rate 4.5% among 410,000; in the data active means activity change below about -60%; inconclusive means no clear call, values can overlap the other calls; inactive means above about -39%
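After 16 h attachment at 37C, HFF cells received test compound and HCMV-luciferase (1 PFU/cell); reporter luminescence read 72 h later, data normalized against buffer-only and known inhibitor Salinomycin.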
Sm TGR inh: inhibitors of Schistosoma mansoni thioredoxin glutathione reductase | purified TGR, DTNB reduction, TNB absorbance 405 nm | hit rate 3% among 360,000 | Q962Y6 | Potency, µM (top dose mostly 114 µM), inactives show at the highest dose activity change, negative = inhibition, most hits filed as inhibitors; further: potency means the concentration at half of the fitted maximal effect; nearly all actives have a fitted effect of over 60% in size
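First, TGR (20 nM dispensed) and NADPH were mixed with compound. Second, a 15 min room-temperature incubation followed. Third, further NADPH and then DTNB were added to start the reaction. Finally, TNB absorbance was monitored kinetically.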
Active calls of the source: *; ? = inconclusive; . = not tested or not shown; [ ] = dose if it differs, or a comment. Unless noted, the call rests on the fitted dose curve; in most records, active means well fitted curve in the direction sought with a large enough effect; inconclusive means small, poorly fitted or top-dose-only effect, or another doubt; inactive means no such curve, though single readings can be large; an effect the other way counts as inactive or inconclusive. Unless noted, on the % scale 0 is the no-effect control and ±100 the full control effect. Hits appear at their usual frequency (roughly 9.3% active in at least one column).

The first 13 records, ahead of the listing:
SMILES	AMA1 RON2 block	AmpC inh detg	Giardia FBPA inh	HCV inhibitor	HCMV inh	Sm TGR inh
COc1cc(/C=C/C(=O)OCC(=O)N2c3ccccc3NC(=O)C2(C)C)cc(OC)c1OC	0%	4%	.	?	-3	-2%
O=C(Nc1ccccc1Cl)C1CCCN1C(=O)OCc1ccccc1 (configuration not stated)	8%	-2%	.	18%	-9	17%
COc1ccc(CCNC(=O)c2ccc(Cn3c(=O)c4ccccc4n(Cc4cccc(Cl)c4)c3=O)cc2)cc1OC	.	2%	.	.	3	1%
Cc1cc(NC(=O)CSc2nnnn2-c2ccc(C)c(Cl)c2)no1	-15%	-14%	-9%	18%	54	-12%
O=C(NCCO)c1scc2c1OCCO2	11%	1%	4%	4%	2	5%
Cc1ccc(S(=O)(=O)NNC(=O)C2Cc3c(ccc4ccccc34)O2)cc1 (configuration not stated)	-2%	10%	6%	-23%	-10	7%
CCN(CC(=O)NCc1cccs1)C(=O)c1ccc(OC)c(S(=O)(=O)N2CCOCC2)c1	-12%	5%	.	3%	?	-2%
Cc1ccccc1N1C(=O)c2cccc([N+](=O)[O-])c2C1=O	-7%	3%	0%	17%	?	0%[57.1 µM]
CCOC(=O)c1cnc2ncnn2c1N	-2%	-11%	0%	16%	24	25%
Cc1cc2oc(C(=O)Nc3cccc(-c4nc5ccccc5o4)c3)c(C)c2cc1Cl	.	20%	.	.	11	0%
CC(OC(=O)[C@H](C)NC(=O)c1ccccc1Cl)C(=O)NCc1ccc2c(c1)OCO2 (some centres not stated)	-2%	-15%	.	-29%	?	3%
CCCn1c(SCC(=O)NC2CCCC2)nnc1-c1ccccn1	-4%	-7%	0%	12%	-13	-11%
Cc1nnc(NC(=O)C(c2ccccc2)c2ccccc2)s1	5%	?	-2%	-2%	26	-5%

This part in full, previewed entries included:
SMILES	AMA1 RON2 block	AmpC inh detg	Giardia FBPA inh	HCV inhibitor	HCMV inh	Sm TGR inh
COc1cc(/C=C/C(=O)OCC(=O)N2c3ccccc3NC(=O)C2(C)C)cc(OC)c1OC	0%	4%	.	?	-3	-2%
O=C(Nc1ccccc1Cl)C1CCCN1C(=O)OCc1ccccc1 (configuration not stated)	8%	-2%	.	18%	-9	17%
COc1ccc(CCNC(=O)c2ccc(Cn3c(=O)c4ccccc4n(Cc4cccc(Cl)c4)c3=O)cc2)cc1OC	.	2%	.	.	3	1%
Cc1cc(NC(=O)CSc2nnnn2-c2ccc(C)c(Cl)c2)no1	-15%	-14%	-9%	18%	54	-12%
O=C(NCCO)c1scc2c1OCCO2	11%	1%	4%	4%	2	5%
Cc1ccc(S(=O)(=O)NNC(=O)C2Cc3c(ccc4ccccc34)O2)cc1 (configuration not stated)	-2%	10%	6%	-23%	-10	7%
CCN(CC(=O)NCc1cccs1)C(=O)c1ccc(OC)c(S(=O)(=O)N2CCOCC2)c1	-12%	5%	.	3%	?	-2%
Cc1ccccc1N1C(=O)c2cccc([N+](=O)[O-])c2C1=O	-7%	3%	0%	17%	?	0%[57.1 µM]
CCOC(=O)c1cnc2ncnn2c1N	-2%	-11%	0%	16%	24	25%
Cc1cc2oc(C(=O)Nc3cccc(-c4nc5ccccc5o4)c3)c(C)c2cc1Cl	.	20%	.	.	11	0%
CC(OC(=O)[C@H](C)NC(=O)c1ccccc1Cl)C(=O)NCc1ccc2c(c1)OCO2 (some centres not stated)	-2%	-15%	.	-29%	?	3%
CCCn1c(SCC(=O)NC2CCCC2)nnc1-c1ccccn1	-4%	-7%	0%	12%	-13	-11%
Cc1nnc(NC(=O)C(c2ccccc2)c2ccccc2)s1	5%	?	-2%	-2%	26	-5%
Cc1onc(-c2ccccc2Cl)c1C(=O)Nc1ccc(S(=O)(=O)N2CCCC2)cc1	-8%	-1%	18%	-7%	?	13%
Cc1cccc(C(=O)Nc2ccccc2C(=O)NCc2cccnc2)c1	-2%	-1%	2%	?	-33	33%
COc1ccc2c(c1)c(C(C)=O)c(C)n2CCc1ccc(OC)c(OC)c1	-6%	?	-7%	?	-5	3%
COc1ccc2nc(C)cc(N3CCN(S(=O)(=O)c4ccccc4F)CC3)c2c1	-3%	-2%	.	7.1µM*	-10	-10%
Cc1ccc(F)cc1NC(=O)c1ccc(Cn2nc(N3CCN(c4ccccc4)CC3)ccc2=O)o1	.	-2%	.	.	-73*	-20%
c1ccc2oc(Cc3ccc(Cc4nc5ccccc5o4)cc3)nc2c1	4%	-2%	0%	?	-29	-12%
COc1ccc(CCNC(=O)Cn2cnc3c(cnn3C(C)(C)C)c2=O)cc1OC	-14%	0%	2%	?	0	4%
O=C1CCC(=O)N1c1nc2nc(-c3ccccc3)cc(-c3ccccc3)n2n1	-8%	-1%	0%	5%	6	-11%
Oc1ccc(Br)cc1-c1cc(-c2ccccc2F)[nH]n1	22%	7%	9%	?	130	2%
O=c1cc(-c2cccc(F)c2)[nH]c2ccccc12	12%	-8%	-10%[136 µM]	4%[8.37 µM]	-77*	-8%
CCCCNc1sc(S(=O)(=O)CCC)nc1S(=O)(=O)c1ccc(C)cc1	.	18%	.	.	-10	-1%
CC(=O)Nc1ccc(S(=O)(=O)N2CCC(C(=O)NC3CC3)CC2)cc1	-4%	-3%	.	10%	7	3%
COc1cc(NC(=O)CN2C(=O)COc3ccc(S(=O)(=O)NC4CCCC4)cc32)cc(OC)c1	.	15%	.	.	10	1%
Cn1nc(C(=O)N2CCN(C(c3ccccc3)c3ccccc3)CC2)c2ccccc2c1=O	0%	-6%	7%	?	0	11%
c1ccc(C[C@H]2CN=C(Nc3ccccc3)N2CC2CCC2)cc1	-3%	-5%	.	-19%	-26	-1%
COC(=O)C1=C(c2ccc3ccccc3c2)C[C@@H]2CC[C@H]1N2C(=O)NCCNC(C)=O	-2%	-2%	.	9%	.	-24%
Cc1c(N2C(=O)SC(CC(=O)O)C2=O)c(=O)n(-c2ccccc2)n1C (configuration not stated)	-13%	3%	4%	11%	14	18%
CCCNC(=O)CSc1nnc(C)s1	-4%	3%	3%	22%	0	18%
Cc1cc([N+](=O)[O-])nn1CCCC(=O)N1CCN(c2ccc(F)cc2)CC1	10%	?	4%	12%	15	1%
Cc1ccc(C(=O)N(C)CCOc2ccccc2)cc1S(=O)(=O)N1CCCCC1	0%	-11%	.	?	-19	-5%
CCOC(=O)c1cnc2c(ccc3ccccc32)c1Nc1cccc(C(F)(F)F)c1	.	-2%	.	.	7	-2%
COc1cc(C(=O)NNC(=O)c2ccoc2C)cc(OC)c1OC	0%	4%	2%	0%	?	10%
Cc1ccc(OCC(=O)Nc2nc(-c3ccccn3)cs2)c(C)c1	96%[activator]	0%	.	1%	.	-24%

Some of these compounds in order of molar mass, falling.
SMILES	AMA1 RON2 block	AmpC inh detg	Giardia FBPA inh	HCV inhibitor	HCMV inh	Sm TGR inh
CCN(CC(=O)NCc1cccs1)C(=O)c1ccc(OC)c(S(=O)(=O)N2CCOCC2)c1	-12%	5%	.	3%	?	-2%
O=C(Nc1ccccc1Cl)C1CCCN1C(=O)OCc1ccccc1 (configuration not stated)	8%	-2%	.	18%	-9	17%
CCCn1c(SCC(=O)NC2CCCC2)nnc1-c1ccccn1	-4%	-7%	0%	12%	-13	-11%

Continuation.
SMILES	AMA1 RON2 block	AmpC inh detg	Giardia FBPA inh	HCV inhibitor	HCMV inh	Sm TGR inh
CSc1ccc(CN2CCCC(CNC(=O)c3ccc(F)cc3)C2)cc1 (configuration not stated)	9%	8%	4%	?	-9	9%
O=C(COC(=O)CCC(=O)c1ccc(Cl)cc1)NCc1ccc(F)cc1	-18%	.	.	31%[activator]	6	.
COc1ccc(NC(=O)Cn2c(=O)n(-c3ccc(OC)c(OC)c3)c(=O)c3ccccc32)cc1	.	13%	.	.	35	0%
N#Cc1c(NC(=O)CCC(=O)O)sc2c1CCCCC2	-1%	0%	16µM*	-1%	-34	-3%[57.1 µM]
O=C(N/N=C/c1ccco1)c1cc(-c2ccncc2)nc2ccccc12	44%[activator]	2%	4%	-14%	29	?
O=C(Nc1nccs1)C1CC=CCC1C(=O)OCC(F)(F)C(F)F (configuration not stated)	4%	-6%	.	11%	3	-18%
CCCCSc1nc2sc3c(c2c(=O)n1-c1ccccc1)CCN(C)C3	-7%	-4%	-20%	?	9	-1%
COCCN(CC(=O)Nc1cccc(C)c1C)C(=O)Cn1c(=O)cnc2ccccc21	8%	0%	.	-4%	23	5%
O=c1cc(CN2CCN(c3ccccn3)CC2)nc2sccn12	0%	4%	0%	10%	-19	.
Cc1cc(C(=O)CSc2nc(N)cc(=O)[nH]2)c(C)n1-c1cccc(F)c1	-15%	?	1%	?	-81*	-3%
Cc1ccc(C23CC4CC(CC(C(=O)NC(C(=O)O)C(C)C)(C4)C2)C3)cc1 (configuration not stated)	-3%	2%	13%	30%	7	-1%
COc1ccc(CN(C)CC2CCCN(CCc3ccc(Cl)cc3)C2)cc1OC (configuration not stated)	10%	?	13%	10µM*	43	0%
CC(=O)OCC(=O)[C@@]1(O)CC[C@H]2[C@@H]3C[C@H](C)C4=CC(=O)C=C[C@]4(C)[C@H]3[C@@H](O)C[C@@]21C	-6%	-10%	26%	-10%	13	1%
COc1cccc(C(C(=O)NC2CCCC2)N(C(=O)c2ccco2)c2ccccc2F)c1OC (configuration not stated)	-9%	-3%	4%	7%	25	-9%
CC(C)(C)n1nc2c(c1NC(=O)c1ccccc1C(F)(F)F)CS(=O)(=O)C2	5%	-1%	.	.	10	-1%
O=[N+]([O-])c1cccc(Nc2c([N+](=O)[O-])ccc3nonc23)c1	-1%	-3%	-1%	5%	-14	-2%
CC(=O)c1cccc(NC(=O)Cn2cnc(S(=O)(=O)N3CCCCC3)c2)c1	-7%	-5%	1%	5%	0	-1%
CCOc1ccc(C2CC(c3ccc(CC)cc3)Nc3nc(N)nn32)cc1 (configuration not stated)	-6%	-14%	11%	3%	38	-6%
CN1CCN(C(=O)OCCOCCOC(=O)N2CCN(C)CC2)CC1	21%	.	.	7%	-9	.
COc1cccc(N=C2SC(CC(=O)Nc3ccccc3)C(=O)N2Cc2ccccn2)c1 (configuration not stated)	0%	-5%	-11%	-14%	13	-1%
Cc1cccc(NC(=O)c2cc([N+](=O)[O-])ccc2N2CCN(C)CC2)c1	6%	3%	3%	?	-18	14%
CCOc1ccc(/C=C(\C#N)C(=O)Nc2ccccn2)cc1	0%	2%	-6%	4%	39	-23%
O=C(CN(C1CCCCC1)S(=O)(=O)c1ccc(Cl)cc1)NCc1ccncc1	-7%	-10%	1%	10%	?	2%
CC(=O)c1ccc(S(=O)(=O)NCC(=O)NC(c2nc3ccccc3[nH]2)C(C)C)cc1 (configuration not stated)	102%[activator]	.	.	-24%	-20	.
Cc1cc(NC(=O)c2cc(S(=O)(=O)N3CCCCC3)ccc2C)n(-c2ccccn2)n1	3%	-16%	5%	-1%	14	20%
CC1(C)Cc2c(sc(/N=C/N3CCCC3)c2C#N)C(C)(C)N1	-13%	-6%	4%	9%	18	0%
CCN(CC)C(=O)CN(c1cccc(C(F)(F)F)c1)S(C)(=O)=O	-4%	-3%	2%	9%	23	-16%
COCC(=O)Nc1ccc2c(c1)OCC(=O)N2Cc1ccccc1F	7%	?	14%	8%	2	10%
Cc1ccc2oc(=O)n(Cc3ccc(OC(C)C)cc3)c2c1	60%[activator]	-16%	3%	-30%	-18	-2%

Screens from PubChem.
